FBPA Giardia inh: inhibitors of Giardia lamblia fructose-1,6-bisphosphate aldolase. A8B2U2. purified Giardia FBPA. Potency, µM (doses to about 59.6 µM), inactives show top-dose activity, negative = inhibition, usual class: inhibitors. hit rate 0.71% among 290,000. AID 2451; active = well fitted inhibition curve with a large enough effect; inconclusive = small, poorly fitted or top-dose-only effect, or effect the other way; note: nearly all actives have a fitted effect of over 55% in size
Target sequence (A8B2U2 whole entry, looked up): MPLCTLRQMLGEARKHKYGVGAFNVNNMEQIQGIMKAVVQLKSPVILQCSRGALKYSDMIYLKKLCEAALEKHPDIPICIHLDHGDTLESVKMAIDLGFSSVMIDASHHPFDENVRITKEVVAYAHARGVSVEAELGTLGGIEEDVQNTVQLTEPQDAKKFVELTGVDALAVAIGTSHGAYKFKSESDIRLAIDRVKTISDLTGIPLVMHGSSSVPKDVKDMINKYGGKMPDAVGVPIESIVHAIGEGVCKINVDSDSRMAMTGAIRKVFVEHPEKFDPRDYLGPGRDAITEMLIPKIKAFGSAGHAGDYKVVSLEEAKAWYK
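Giardia FBPA (40 nM reagent) was preincubated 10 min at RT with compound (up to 57.5 uM final), then substrate plus GAPDH/TPI/NAD/arsenate coupling system with diaphorase/resazurin was added; resorufin fluorescence (525/598 nm) was read after 20 min.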
Active calls of the source: *; ? = inconclusive; & = joins results of further samples; [ ] = remark or other dose. % is set by controls: 0 for no effect and ±100 for the full control effect; potency is the fitted concentration of half-maximal effect. The list is partial (hit frequency here may not be typical).

The first 4 entries (preview)
no. | canonical_smiles | FBPA Giardia inh
1 | O=S(=O)(Nc1cccc2cccnc12)c1ccc(Br)s1 | ?
2 | COc1ccc(SCCN2CCN(CCc3ccccc3)CCC2=O)cc1 | -1.4%
3 | O=C(c1ccco1)N1CCC2(CCN(Cc3ccccc3)CC2)CC1 | 6.5%
4 | O=C1c2c(O)cc(O)cc2O[C@H](c2ccc(O)c(O)c2)C1O (some centres undefined) | -18.8%

The list itself (from the top)
no. | canonical_smiles | FBPA Giardia inh
1 | O=S(=O)(Nc1cccc2cccnc12)c1ccc(Br)s1 | ?
2 | COc1ccc(SCCN2CCN(CCc3ccccc3)CCC2=O)cc1 | -1.4%
3 | O=C(c1ccco1)N1CCC2(CCN(Cc3ccccc3)CC2)CC1 | 6.5%
4 | O=C1c2c(O)cc(O)cc2O[C@H](c2ccc(O)c(O)c2)C1O (some centres undefined) | -18.8%
5 | CC12CCC3C(CC3(C)C)C(C)(CCC1=O)O2 (centres undefined) | 1.9%
6 | O=C(Nc1cccc(F)c1)N1CCCC2(CCN(C(=O)c3cnccn3)CC2)C1 | 2.6%
7 | COC(=O)c1cccc(C23CC4(C2)[C@H](CN(CC2CCCCC2)[C@@H]4c2ccccc2)C3c2ccc(C(F)(F)F)cc2)c1 (some centres undefined) | -0.4%
8 | O=C(O)Cc1cccnc1C(=O)O | ?
9 | Cc1ccc(S(=O)(=O)N2CCc3nc(-c4ccccc4)c4c(c3C2)CO[C@@H](C)C4)cc1 | -1.2%[12.9 µM]
10 | Cc1nc2cnc(N3CCOCC3)nc2n(CCC#N)c1=O | 1.1%
11 | COC(=O)c1ccc(C(NC(=O)OCc2ccccc2)/C(C)=C/[C@@H](C)C(=O)N(C)Cc2cccnc2)cc1 (some centres undefined) | -1.6%
12 | CCCCCCC(=O)OC1CC(C)(C)NC(C)(C)C1 | 0.5%&1.6%
13 | O=C(Nc1ccccc1)N1CC2(CCN(C(=O)c3cnccn3)CC2)C1 | -0.7%
14 | O=C1NC[C@H](c2ccccc2)N1 | -2.3%
15 | CCC#CCOCC(=S)Nc1ccccc1 | 1.9%
16 | Cc1nc2ccc(NC(=O)Nc3ccnc4cccnc34)cc2o1 | 0.7%
17 | COC1C(O)C(C)O[C@@H](OC2CC[C@@]3(C)C4CC[C@]5(C)C(C6=CC(=O)OC6)CC[C@@]5(O)C4CC[C@@H]3C2)C1O (some centres undefined) | 0.8%
18 | O=c1c(-c2ccc(Cl)cc2)nc2cncnc2n1Cc1ccc(F)cc1 | -3.0%
19 | O=C1/C(=C\c2ccccc2)C[C@@]2(O)[C@H]3Cc4ccc(O)c5c4[C@@]2(CCN3CC2CC2)[C@@H]1O5 | 5.5%
20 | CN(C)c1ccc(-c2nc(NCCc3cnc[nH]3)c3ccccc3n2)cc1 | -4.0%
21 | CC(=O)c1ccc(NC(=O)OCCN2CCN(Cc3ccccc3)CCC2=O)cc1 | -0.1%
22 | O=c1cc(-c2cccc(F)c2)[nH]c2ccc(Cl)cc12 | -3.5%[89.2 µM]
23 | CCOC(=O)N/N=C1/C[C@@H](O)[C@@H](O)[C@@H]2[C@@H]3C(=O)N(Cc4ccc5c(c4)OCO5)C(=O)[C@H]3CC[C@@H]12 | -0.1%[12.9 µM]
24 | CN(Cc1ccco1)c1nc(-c2ccccc2Cl)nc2ccccc12 | -9.9%
25 | O=c1c(-c2ccc(Cl)cc2)nc2cnc(N3CCOCC3)nc2n1C[C@H]1CCCO1 | 6.4%
26 | CN1CCC2(CC1)CCN(C(=O)Oc1ccccc1)CC2 | -1.0%
27 | C[N+]1(CCCCC[N+]2(C)CCCC2)CCCC1 | 2.4%
28 | COc1cccc(-c2nc(N3CCN(C)CC3)c3ccccc3n2)c1 | 1.1%
29 | COC(=O)C1=C(C(=O)OC)[C@@H]2N(C)c3ccccc3[C@@]23C[C@@H](CO)N(C(=O)c2cc(C)oc2C)C3=N1 | 0.2%[12.9 µM]
30 | Cc1nc2cnc(Oc3ccccc3)nc2n(C2CC2)c1=O | -5.3%
31 | COc1ccc(-n2c(=O)c(-c3ccccc3)nc3cnc(N4CCN(C)CC4)nc32)cc1 | 0.4%
32 | c1ccc(CN2CCCC3(CCNCC3)C2)cc1 | 1.3%
33 | CC(C)[C@@H](OCc1ccccc1)[C@H](C)/C=N\OC[C@@H](O)[C@@H]1O[C@@H]2OC(C)(C)O[C@@H]2[C@H]1O | 0.2%[12.9 µM]
34 | C#CCCCO/N=C1/C[C@@H](O)[C@@H](O)[C@@H]2[C@@H]3C(=O)N(C[C@@H]4CCCO4)C(=O)[C@H]3CC[C@@H]12 | 0.4%[12.9 µM]
35 | CCCCCC(O)c1ccc([C@H]2CCC(=O)[C@@H]2CCCCCCC(=O)O)cc1 (some centres undefined) | 23.6%
36 | CC1=C(C(=O)O)N2C(=O)C(NC(=O)C(N)C3=CCC=CC3)C2SC1 (centres undefined) | 7.92µM*
37 | CSCC[C@H](N)C(=O)N[C@@H](CO)C(=O)N[C@@H](CCCN=C(N)N)C(=O)N1CCC[C@H]1C(=O)N[C@@H](C)C(=O)N[C@@H](CS)C(=O)N1CCC[C@H]1C(=O)N[C@@H](CC(N)=O)C(=O)N[C@@H](CC(=O)O)C(=O)N[C@@H](CCCCN)C(=O)N[C@@H](Cc1ccc(O)cc1)C(=O)N[C@@H](CCC(=O)O)C(=O)O | -0.5%
38 | O=C(c1ccco1)N1CCC2(CCCN(Cc3ccncc3)C2)CC1 | -2.5%
39 | O=C(c1cnccn1)N1CCC[C@@]2(CCN(c3ccncc3)C2)C1 | -15.4%
40 | CCNc1ncc2nc(CCc3ccccc3)c(=O)n(-c3ccccc3)c2n1 | -10.7%
41 | CCN1C(=O)[C@H]2[C@H]3[C@H](O)[C@H](O)C/C(=N/NC(=O)OCc4ccccc4)[C@H]3CC[C@@H]2C1=O | -0.4%[12.9 µM]
42 | O=C(c1csnn1)N1CCC2(CC1)CN(c1ccncc1)C2 | -8.3%
43 | Cc1cc2c(c(C)c1Cl)C(c1ccc3c(c1)OCO3)CC(c1ccccc1)O2 (centres undefined) | -5.8%&0.5%
44 | Clc1ccccc1-c1nc(NCc2cccnc2)c2ccccc2n1 | 10.3%
45 | CCCCc1nc2c(c3c1C[C@H](C)OC3)CN(C(=O)C1CC1)CC2 | 0.5%[12.9 µM]
46 | CC[C@H](C)[C@H](NC(=O)[C@H](C)NC(=O)[C@@H](N)C(C)C)C(=O)N[C@H](C(=O)N[C@H](C(=O)N[C@@H](CC(C)C)C(=O)N[C@H](C(=O)N[C@@H](CCCCN)C(=O)O)C(C)C)C(C)C)[C@@H](C)O | 8.4%
47 | C=C1C2CC[C@@]3(C)C(c4ccoc4)OC(=O)C[C@@]13OC1CC(=O)C(C)(C)C(C(OC(C)=O)C(=O)OC)[C@@]12C (some centres undefined) | -1.6%
48 | Cn1cccc1C(=O)N1CCC[C@@]2(CCN(c3cccc(-c4ccccc4)c3)C2)C1 | -7.3%
49 | COc1ccc(CNc2nc(-c3cccc(NS(C)(=O)=O)c3)nc3ccccc23)c(OC)c1 | -5.1%
50 | CCCCC1CN2C(CCC(C)C2c2ccc(Br)cc2)C(=O)O1 (centres undefined) | 3.2%&2.0%&0.0%[12.9 µM]

Additional records.
no. | canonical_smiles | FBPA Giardia inh
51 | c1ccc2c(c1)[I+]c1ccccc1-2 | -6.5%&1.0%
52 | N#CCCn1c(=O)c(-c2ccc(Cl)cc2)nc2cnc(Nc3ccccc3)nc21 | 8.8%
53 | COc1ccc(C(=O)N2CCC3(CCCN(C(=O)NC(C)C)C3)CC2)cc1 | 3.9%
54 | O=C1N[C@@H](Cc2c[nH]c3ccccc23)C(=O)N[C@H]1Cc1c[nH]c2ccccc12 | 2.1%
55 | CN1CCC2=C[C@@H](O)[C@@H]3OC(=O)c4cc5c(cc4C3C21)OCO5 (some centres undefined) | -1.3%
56 | CC[C@@H](C(=O)[C@@H](C)[C@@H](O)[C@H](C)CCc1ccc(C)c(O)c1C(=O)O)C1O[C@](CC)(C2CC[C@](O)(CC)[C@H](C)O2)C[C@@H]1C (some centres undefined) | 8.9%
57 | O=c1c(O)c(-c2ccc(O[C@@H]3O[C@H](CO)[C@@H](O)[C@H](O)[C@H]3O)c(O)c2)oc2cc(O)cc(O)c12 | -15.3%
58 | CC1=CCc2c(cc3oc(C)cc(=O)c3c2O)OC1 | 3.9%
59 | O=c1c(-c2ccccc2)nc2cnc(N3CCOCC3)nc2n1C[C@H]1CCCO1 | 0.0%
60 | OC[C@H]1NC[C@@H](O)[C@@H](O)[C@@H]1O | -12.1%
61 | C#CCCCCCCCCCCCC(O)CC(O)COC(C)=O (centres undefined) | 5.2%
62 | CC(=O)OC[C@@H]1O[C@H](C/C=N\OC[C@@H](O)COCc2ccco2)C=C[C@@H]1OC(C)=O | -0.7%[12.9 µM]
63 | CC(C)NC[C@H](O)c1ccc(N)c(C#N)c1 | 0.6%
64 | C/C=C/C(=O)[C@@H](C)[C@@H](/C=C/C[Si](C)(C)C)C(C)C | 7.1%
65 | COC(=O)[C@@H]1CC[C@H](C)[C@@H](c2ccc(C)cc2)N1C(=O)c1ccc(/C=N\OCC[C@@H]2C=C[C@H](OC(C)=O)[C@H](COC(C)=O)O2)cc1 | 1.3%[12.9 µM]
66 | CCN(CC)CCn1c(-c2ccccc2)nc2c(NCCOC)nc(C)nc21 | 4.9%
67 | CSCC[C@H](NC(=O)[C@H](CC(C)C)NC(=O)CNC(=O)[C@@H]1CCCN1C(=O)[C@H](Cc1ccccc1)NC(=O)[C@H](Cc1ccccc1)NC(=O)[C@H](CC(=O)O)NC(=O)[C@H](Cc1cnc[nH]1)NC(=O)[C@H](CCSC)NC(=O)[C@@H](N)CC(=O)O)C(N)=O | -0.3%
68 | COC(=O)[C@@]1(Cc2ccc(OC)cc2)[C@H]2c3cc(C(=O)N(C)C)n(Cc4nc5ccccc5[nH]4)c3C[C@H]2CN1C(=O)c1ccccc1 | -8.3%
69 | CC(C)n1cnc2c(C(=O)N[C@H]3CN4CCC3CC4)cc(Cl)cc21 | -2.6%
70 | COC(=O)c1ccc(C(NC(=O)OCc2ccccc2)/C(F)=C/[C@@H](C)C(=O)NCc2cc(F)cc(F)c2)cc1 (some centres undefined) | 1.6%
71 | CN(C)c1ncc2nc(-c3ccc(Cl)cc3)c(=O)n(C3CC3)c2n1 | -0.6%
72 | O=S1(=O)C2CC3OC2(CC3c2ccc(F)cc2)CN1Cc1ccc(Cl)cc1 (centres undefined) | 0.1%
73 | O=C(NCCCCN1CCOCC1)c1cc2ccccc2o1 | -9.4%
74 | CCN1C(=O)[C@H]2[C@H]3[C@H](O)[C@H](O)C/C(=N/O[C@@H]4O[C@@H](COC(C)=O)[C@@H](OC(C)=O)[C@@H](OC(C)=O)[C@H]4OC(C)=O)[C@H]3CC[C@@H]2C1=O | 0.2%[12.9 µM]
75 | CC/C=C\CC[C@H](OC(=O)c1ccc(Br)cc1)C1=CCCCC1=O | -2.3%[12.9 µM]
76 | Cc1cccc([C@H]2[C@@H]3C=CC(C)C[C@@H]3C(=O)N2Cc2ccccc2)c1 (some centres undefined) | 2.1%[89.2 µM]
77 | C=CCC(Nc1ccc(OC)cc1)C(=O)OCC (centres undefined) | 0.7%
78 | CCC1=C2CC[C@H]3C(=O)N(CC)C(=O)[C@H]3[C@H]2[C@@]2(Cc3ccccc3)C(=NCC3CC3)OC(=O)N2C1=O | 0.1%
79 | C=CCOC(=O)C(C(C)=O)C(NC(=O)OC)c1cccc(C)c1 (centres undefined) | 0.4%[12.9 µM]
80 | CCCCC/C=C\C/C=C\C/C=C\C/C=C\CCCCCC(N)=O | -1.8%
81 | CCCCCCCN[C@H]1CCC[C@@H]1CCCCCCC(=O)O | -4.6%
82 | COc1ccc(CNc2nc(-c3ccccc3CN(C)C)nc3ccccc23)c(OC)c1 | 1.2%
83 | N[C@H](C(=O)O)[C@H](O)C(=O)O | -4.5%&-20.6%
84 | CCN1C[C@@]2(COC)CC[C@H](O)[C@@]34[C@@H]2C[C@@H]([C@@H]13)[C@]1(O)C[C@@H](OC)C2C[C@H]4[C@H]1[C@H]2OC(C)=O | 0.7%[21.7 µM]
85 | FC(F)(F)c1ccccc1-c1nc(-n2ccnc2)c2ccccc2n1 | -0.3%
86 | CC(C)/C(O)=C1/C(=O)OC(c2ccoc2)[C@@]2(C)C(O)C(O)[C@@]34OC5(C)OC67CC(C)(C(O)[C@@]6(O)C(O)[C@@]3(O5)C12)C(CC(=O)O)[C@@]74C (some centres undefined) | 0.4%
87 | COc1ccc(NC(=O)N2CCC3(CC2)CCN(C(=O)c2cccc(F)c2)CC3)cc1 | -6.1%
88 | CC1(O)C(=O)C=C2C=C3CCCN3C=C2C1=O (centres undefined) | ?
89 | CCCCCCCC/C=C\CCCCCCCCOC[C@H](COP(=O)([O-])OCC[N+](C)(C)C)OC(C)=O | 1.8%
90 | COCc1cc(O)c(O)c(O)c1-c1c(COC)cc(O)c(O)c1O | 3.97µM*
91 | COC/C=C/C1=CC2=CC(=O)C(C)(OC(=O)c3cnc4ccccc4n3)C(=O)C2=CN1Cc1ccc2c(c1)OCO2 (centres undefined) | ?
92 | COc1ncc2nc(-c3cc(F)cc(F)c3)c(=O)n(Cc3cccs3)c2n1 | -18.2%
93 | COC(=O)[C@@H]1CC2=CC(=O)CC[C@]2(C)[C@@]23O[C@@H]2C[C@@]2(C)[C@H](CC[C@@]24CCC(=O)O4)[C@@H]13 | 3.3%
94 | O=C(/C=C/c1ccc2c(c1)OCO2)c1cccs1 | -16.8%
95 | CCCCCC[C@@H](O)C/C=C\CCCCCCCC(=O)O | 2.8%
96 | CCc1cccc2cc(C(O)CNC(C)(C)C)oc12 (centres undefined) | -8.4%

Sorted by length of the SMILES (smallest number first): 3 of the compounds above
no. | canonical_smiles | FBPA Giardia inh
79 | C=CCOC(=O)C(C(C)=O)C(NC(=O)OC)c1cccc(C)c1 (centres undefined) | 0.4%[12.9 µM]
87 | COc1ccc(NC(=O)N2CCC3(CC2)CCN(C(=O)c2cccc(F)c2)CC3)cc1 | -6.1%
89 | CCCCCCCC/C=C\CCCCCCCCOC[C@H](COP(=O)([O-])OCC[N+](C)(C)C)OC(C)=O | 1.8%

High-throughput results: PubChem BioAssay, National Center for Advancing Translational Sciences (NCATS)
